PAX8 reporter: PAX8 transcriptional activity inhibition; RMG-I TPO-luciferase reporter, SteadyGlo, 24 h; inhibition, % at 12.6 µM; 1.2% of 360,000 active;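 active = mean replicate inhibition at least 60% with every replicate also reaching 60%; inconclusive = only one of the two criteria is met; inactive = mean below 60% and not all replicates reaching 60%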;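 note: luciferase light reporting Pax8 driven TPO promoter activity; plate controls were median of neutral control wells for no effect and mitoxantrone controls for full effect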
PGC1a acetyl inh: modulators of PGC1a acetylation | U2OS PGC1a acetylation, AlphaScreen anti-acetyl-lysine; with virally co-expressed GCN5 acetyltransferase | inhibition, % at 15.6 µM | 0.17% of 350,000 active;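 active = every replicate shows inhibition of at least 40%; inconclusive = mean inhibition at least 40% but some replicate below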;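 note: 0% = neutral control wells and 100% = positive control wells; some results beyond the cut were filed as inactive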
CASP6 VEID inh: inhibitors of human caspase-6; P55212; purified caspase-6, Z-VEID-R110 cleavage fluorescence; inhibition, % at 12.5 µM; 0.53% of 350,000 active;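 active = mean inhibition across replicates at least about 35%, with every replicate also reaching that limit, limit read from the data; inconclusive = only one of the two criteria met; inactive = neither criterion met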;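 note: 0% = median of neutral control wells and 100% = no fluorescence left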
Target sequence (P55212 24-179 limits assumed): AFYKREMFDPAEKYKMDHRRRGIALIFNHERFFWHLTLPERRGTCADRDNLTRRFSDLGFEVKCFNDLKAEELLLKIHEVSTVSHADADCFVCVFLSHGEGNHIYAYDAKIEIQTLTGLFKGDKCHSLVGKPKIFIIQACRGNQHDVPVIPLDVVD
Target sequence (P55212 194-293 limits assumed): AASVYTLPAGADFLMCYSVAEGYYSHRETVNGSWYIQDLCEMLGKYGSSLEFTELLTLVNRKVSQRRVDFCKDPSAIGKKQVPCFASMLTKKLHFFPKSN
Cneo AK release: Cryptococcus neoformans lysis via adenylate kinase release. C. neoformans lysis, adenylate kinase release luminescence, 4 h; normalised: neutral wells 0, clomiphene wells 100. lysis activity, % at 15 µM. 0.2% of 360,000 active;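 active = mean lysis activity across replicates of at least 80%, whatever share of replicates individually reach that level; inactive = mean lysis activity below 80%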
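Test system: log-phase Cryptococcus neoformans yeast cells. Input: 5 × 10^6 yeast cells/mL. Medium: fresh YPD growth medium. Doses: single dose. Incubation: static 4 h at 37 °C with compound, 1 h detection. Measured by: luminescent adenylate kinase detection reagent. Read-out: signal increase indicating cell lysis. Benchmarks: Clomiphene.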
miR-122 sensor: blocks miR-122 activity in Huh7 sensor cells. Huh7 miR-122 Renilla luciferase sensor, 48 h; neutral wells = 0, positive control = 100. activation (reporter increase), % at 12.5 µM. 0.3% of 340,000 active. AID 602342;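 active = mean replicate activation score at least 90 and every replicate individually at or above 90; inconclusive = only one of the two criteria met; inactive = neither criterion met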;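 note: higher luciferase means less miR-122 activity so hits act as miR-122 inhibitors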
LGR2 inh: inhibitors of bursicon-induced Drosophila LGR2 receptor cAMP signaling; inhibition, % at 9.99 µM; HEK293 LGR2, CRE-luciferase, bursicon-stimulated, 4 h; AID 720647; 0.35% of 380,000 active;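 active = drop in luminescence signal, shown as inhibition above about 50% in the replicate tests, limit read from the data, passing the limit was not always enough; inconclusive = probably only some replicates passing the limit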;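 note: agonist challenge used bursicon conditioned medium at about half maximal strength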
EWS-Fli inh: EWS/Fli transcriptional activity inhibition | AID 651661 | A673 NR0B1-luciferase reporter, viability-normalised | 0.67% of 350,000 active | inhibition, % at 12.6 µM;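 active = mean inhibition of at least 50% after viability correction, with every replicate also passing that limit; inconclusive = mean reaches 50% but only one of two replicates passes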;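 note: firefly luciferase signal divided by Alamar Blue viability fluorescence both relative to DMSO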
FN deposit inh: fibronectin deposition inhibition; inhibition, % at 12.6 µM; AH1F fibroblasts, Alexa488-fibronectin deposition fluorescence, overnight; AID 743247; 0.086% of 350,000 active;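 active = mean inhibition across replicates of 30% or more, regardless of how many single replicates reach that level; inconclusive = mean under 30% yet at least half of replicates reach 30%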;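 note: positive control wells lacked labelled fibronectin entirely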
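Material: AH1F fibroblast monolayer depositing Alexa488-labelled fibronectin into matrix / Amount: 10000 AH1F cells per well / Signal: fluorescence 485/525 nm / Medium: DMEM, 2% serum / Compound: single dose, pinned / Incubation: 1 h cell adhesion before compound, then overnight fibronectin incubation / Reagent: Alexa488-FN, 24 nM final / Read-out: inhibition of fibronectin deposition signal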
* hit, by the source's call; u = inconclusive; x = no result given; & = joins results of further samples; [ ] = another dose, or the depositor's remark.

compound	PGC1a acetyl inh	PAX8 reporter	FN deposit inh	LGR2 inh	miR-122 sensor	EWS-Fli inh	Cneo AK release	CASP6 VEID inh
CN(C)C(=O)C[C@H]1C[C@@H]2c3cc(NC(=O)NC4CCCCC4)ccc3O[C@@H]2[C@@H](CO)O1	-6	1	0	-17	-8[16.7 µM]	10	0	0
CO[C@@H]1CN(C)C(=O)c2cc(NC(=O)C3CCC3)ccc2OC[C@@H](C)N(Cc2nccs2)C[C@@H]1C	x	4	-6	-9	7[16.7 µM]	2	-1	-1
Clc1ccc(COn2ccnc2)cc1Cl	x	3	x	-24	x	-13	x	-3
COc1cccc(CN2CCNC(=O)C2CC(=O)NCc2cn3cccc(C)c3n2)c1OC (stereo unspecified)	9	11	11	16	-1	-5	x	1
CCOC(=O)C1=CCN(S(=O)(=O)c2ccccc2Br)C1c1ccccc1 (stereo unspecified)	-20	34	12	11	1	7	-4	13
C[C@@H]1CN([C@H](C)CO)C(=O)c2cc(NC(=O)C3CC3)ccc2O[C@@H]1CN(C)S(=O)(=O)c1cccs1	5	19	x	6	12[16.7 µM]	-6	-1	1
C#CCNC(=O)C1CCN(c2cc(C)nc(-c3ccccc3)n2)CC1	x	8	-7	-4	x	-3	x	1
CC(C)(C)NC(=O)COC(=O)c1ccc(NC(=O)CC#N)cc1	0	12	x	-8	0	5	x	-3
C=CCOC(=O)c1ccc(N2CCN(c3ccccc3)CC2)nc1	-5	-15	1	-32	-2	-10	8	2
O=S(=O)(c1c(F)cccc1F)N(CCc1ccc(F)cc1)C[C@@H](O)COCc1ccccc1	-24	13	-10	14	30	11	11	3
Cc1ccccc1NC(=O)c1ccc(-n2cncn2)nc1	-5	6	-8	x	2	x	-1	x
C[C@H](O)[C@@H]1C(=O)N2CCc3c([nH]c4ccccc34)[C@@H]2C[C@@H]1N(C)C(=O)Nc1cc(Cl)cc(Cl)c1	-13	22	-4	-15	4	23	-2	0
Nc1nc2ncc(-c3ccsc3)c(N)n2n1	-1	-2	1	33	0	7	x	-1
CC(=O)N(C)C[C@H]1Oc2ncc(-c3ccc(C#N)cc3)cc2C(=O)N([C@H](C)CO)C[C@H]1C	13	x	4	3	-4[16.7 µM]	-6	4	-1
Cc1ccc(S(=O)(=O)Nc2ccc3c(c2)C(=O)N([C@@H](C)CO)C[C@H](C)[C@H](CN(C)C(=O)c2ccncc2)OCCCC[C@H](C)O3)cc1	0	8	-17	-33	6[16.7 µM]	3	4	x
CCOC(=O)c1ccn(-c2nc(-c3ccco3)cc(C(F)(F)F)n2)n1	1	-13	x	-27	-9	3	2	-2
Cc1cc(C)c(-c2c(O)c3cccnc3n(C)c2=O)c(C)c1	10	6	-8	-5	0	6	0	-2
C[C@H]1CN([C@@H](C)CO)C(=O)c2cccc(N(C)C)c2O[C@H]1CN(C)C	10	-7	7	-2	-3[16.7 µM]	-1	2	-2
COc1cc2c3c(c1)c(C1=NC(=S)NC1=O)c(O)n3C(C)(C)C=C2C	x	13	6	x	-2	x	0	x
C[C@@H]1CN([C@H](C)CO)C(=O)Cc2cc(NC(=O)Nc3ccccc3)ccc2O[C@@H]1CN(C)S(=O)(=O)c1ccccc1	-2	-8	x	3	7[16.7 µM]	-1	5	0
C#CCNC(=O)C1=C[C@@H](c2ccc(C#C)cc2)C[C@@H](OCc2ccc(CO)cc2)O1	-10	-5	-21	-10	17	5	1	6
Cc1ccc(S(=O)(=O)NCCC(=O)Nc2cc(S(=O)(=O)N(C)C)ccc2C)cc1C	-29	17	-1	8	2	x	-2	x
CC(=O)Nc1c(C(=O)O)oc2ccc(Cl)cc12	9	x	-1	x	-7	x	-7	x
CCCNC(=O)C[C@H]1CC[C@@H]2[C@H](COc3ccc(NC(=O)c4cccc(F)c4)cc3C(=O)N2C)O1	-3	-2	-7	-2	7[16.7 µM]	-1	-3	1
CN1CCC(N(CCc2ccccc2)C(=O)CCC(=O)O)CC1	x	-6	3	1	-2	3	0	-5
CC(=O)N1CCN(C(=O)c2cc(S(=O)(=O)N(C)Cc3ccccc3)ccc2Cl)CC1	4	-9	-4	9	-2	-3	x	-40
CC(C)NC(=O)Nc1ccc2c(c1)C(=O)N([C@H](C)CO)C[C@H](C)[C@@H](CN(C)C(=O)NC(C)C)O2	-3	2&-24	-7&0	-31&5	3[16.7 µM]	-9&12	-2&1	5
O=[N+]([O-])c1ccc(N/N=C/c2ccc[nH]2)cc1	x	-19	-12	-13	-45	43	-4	1
COc1cc(OC)c2c(-c3cccc(-c4ccc(OC)c(OC)c4)c3)cc(=O)oc2c1	-3	-9	-3	-18	-1	53*	2	-1
CCCCCC(=O)N(Cc1ccccc1)c1c(N)n(CCOC)c(=O)[nH]c1=O	-1	x	-1	7	0	2	0	4
Cc1ccc(C(=O)NCCCc2ccccc2)c(Cl)c1	x	-67	-2	-19	1	-63	-5	0
O=C(Oc1cc(Cl)cc(Cl)c1)c1cnc2n(c1=O)CCS2	-2	-27	3	4	18	15	2	2
COc1ccccc1CNS(=O)(=O)c1ccc(N2CCCC2)cc1Br	-38	21	4	u	35	-5	3	1
Cc1sc(NC(=O)CN2C(=O)NC3(CCCC3)C2=O)nc1-c1ccc(F)cc1	8	17	0	12	-12	9	2	2
CC(C)CCNC(=O)C1CC(=O)N(CCc2ccccc2)C1 (stereo unspecified)	4	-11	1	17	0	-3	-4	-2
CC=Cc1ccc2n(c1=O)C[C@H]1[C@H](CO)[C@@H](C(=O)N3CCc4ccccc4C3)[C@@H]2N1CCC (mixture of isomers)	x	x	x	-9	2[16.7 µM]	-5	-2	1
CN(C)CC(=O)N[C@H]1CC[C@H](CCn2cc(CN(C)C)nn2)O[C@H]1CO	6	0	-8	-3	x	-6	2	-2
O=C(C1CCCO1)N1CCN(C(=S)Nc2ccccc2F)CC1 (stereo unspecified)	-2	1	-1	11	x	x	x	x
CC(=O)Nc1nnc(SCC(=O)NC2CCCC2)s1	x	-6	0	21	x	6	-1	1
O=C(CN1c2ccccc2Sc2ccccc21)N/N=C/c1ccccc1	x	3	-5	15	0	0	0	0
CCCNC(=O)N1C[C@@H](O)COC[C@H]2O[C@@H](CC(=O)OC)CC[C@@H]21	-2	x	-8	-1	-2[16.7 µM]	x	0	7
CCNC(=O)Nc1ccc2c(c1)C(=O)N(C)[C@H]1CC[C@H](CC(=O)Nc3ccc(C)cc3)O[C@@H]1CO2	-3	-1	-8	-6	-10[16.7 µM]	3	6	-6
O=C(c1ccco1)N1CCN(S(=O)(=O)c2cc(Cl)ccc2Cl)CC1	-6	3	7	8	-4	5	3	-5
COc1ccc(S(=O)(=O)N[C@H]2CC[C@@H](CCNC(=O)c3ccccc3F)O[C@@H]2CO)cc1	u	-7	x	26	x	-2	0	x
C[C@@H]1CN([C@H](C)CO)C(=O)c2cc(NC(=O)Nc3cccc4ccccc34)ccc2O[C@@H](C)CCCCO[C@@H]1CN(C)C(=O)c1ccccc1	-18	x	x	-2	-1[16.7 µM]	-1	-3	-1
CC1CC(O)C2C3(C)CCCC2(COC3=O)C12CCC1(CCOC1=O)O2 (stereo unspecified)	-4	x	x	x	3	-13	-1	1
O=C(NCC(F)(F)F)c1nn(Cc2ccccc2)c(=O)c2ccccc12	x	-5	2	3	x	-3	-3	0
COc1ccc(S(=O)(=O)N(C)CC(=O)NCc2ccco2)cc1Cl	x	-19	x	-9	x	x	26	3
O=C1CCc2cc(S(=O)(=O)Nc3ccc(F)cc3)cc3c2N1CC3	x	x	9	0	29	11	1	3
COC(=O)C1CCN(c2ccc([N+](=O)[O-])cc2)CC1	x	-2	-5	x	x	-1	x	-4

Continuation.
compound	PGC1a acetyl inh	PAX8 reporter	FN deposit inh	LGR2 inh	miR-122 sensor	EWS-Fli inh	Cneo AK release	CASP6 VEID inh
CCOC(=O)N1CCN(C(=S)NC(=O)/C=C/c2ccc(C)cc2)CC1	8	13	5	-1	-9	-18	-3	2
Cc1ccc(NS(=O)(=O)c2cc(-c3cc(C)no3)ccc2C(C)C)nc1	2	-24	-4	-15	99*	-6	1	16
CC(C)(C)OC(=O)C[C@H]1C/C=C\C[C@H](CC(=O)N[C@H](CO)Cc2ccccc2)C(=O)N[C@H](C(C)(C)C)COC1=O	-12	-4	-2	x	8	-5	5	-1
CC1(C)C[C@H](O)[C@]2(CO)[C@H](O)C[C@]3(C)C(=CCC4[C@@]5(C)CC[C@H](O)C(C)(C)C5CC[C@]43C)[C@@H]2C1 (stereo partly specified)	9	14	-11	12	-6	18	2	x
COc1cc2oc(=O)cc(-c3ccc(-c4ccc(O)cc4)cc3)c2c(OC)c1OC	3	-9	x	24	-9	10	-1	-2
CO[C@@H]1CN(C)C(=O)c2ccc(NS(=O)(=O)c3ccccc3C)cc2OC[C@H](C)NC[C@@H]1C	5	x	-14	11	-4[16.7 µM]	-12	-3	x
CCc1cc(=O)oc2c3c(cc(OCC(=O)NCc4ccncc4)c12)OC(C)(C)CC3	3	x	x	-31	5	20	6	0
CC(Oc1ccc(Br)cc1)C(=O)N(C)CC(=O)Nc1ccc(N2CCOCC2)cc1 (stereo unspecified)	x	9	x	11	-1	-5	0	-122
CC1(C(=O)NS(=O)(=O)C2CC2)CCCN(C(=O)c2c(F)cccc2F)C1 (stereo unspecified)	9	5	x	-9	-1	3	2	2
COc1cccc2cc(C(=O)N3CCC(C)CC3)c(=O)oc12	6	7	-10	-16	-6	-46	0	2
CC1Cc2cc(S(=O)(=O)N3CCC(C(=O)NCc4ccco4)CC3)ccc2N1C(=O)C1CCC1 (stereo unspecified)	-30	44	7	-18	-3	13	0	0
COc1ccc(CNC(=O)Cn2ccc3cc(S(=O)(=O)N4CCCC4)ccc32)cc1OC	16	5	-21	-6	-4	9	2	1
COc1cccc(NC(=O)N(C)C[C@H]2Oc3ncc(C#Cc4ccccc4)cc3C(=O)N([C@H](C)CO)C[C@H]2C)c1	-6	-3	-27	0	0[16.7 µM]	5	-1	1
Cc1nc(Oc2ccccc2)c2ccsc2n1	5	-9	-1	-27	-5	1	0	-1
O=C(O)CCc1ccc(-c2ccc(Cl)cc2)n1CC(=O)O	-7	x	x	9	-1	-6	1	32
COC(=O)c1ccc2c(c1)C(=O)/C(=C/c1ccc(C)cc1)O2	-5	-32	-7	-85	1	x	0	x
O=S(=O)(c1ccc(NC(=S)Nc2ccccc2)cc1)N1CCOCC1	5	-2	-2	-16	-1	-9	1	-2
C[C@H](CO)N1C[C@H](C)[C@@H](CN(C)Cc2ccc(Cl)c(Cl)c2)Oc2ccc(NS(=O)(=O)c3ccccc3)cc2C1=O	7	7	6	16	-4[16.7 µM]	19	1	-2
CC(=O)c1ccc2noc(-c3cccc(F)c3)c2c1	-4	-8	25	-10	-7	-7	1	-1

Source: PubChem BioAssay
